Screening data as filed in PubChem BioAssay.
RMI FANCM FP = blocks RMI1/RMI2 complex binding to FANCM MM2 peptide; 0.58% of 70,000 active; Fluorescence polarization, RMI core complex with F-MM2 peptide; active compounds read low; FP signal (polarization) at 33 µM; in the data active = FP signal below about 40; also: inactives centre near 61; strong numbers were not always called active; unit not given here
Starred values were filed as active, the others as inactive; & = joins results of further samples; ! = not confirmed by another sample. Not all compounds are listed; count on the stated rates, not on these rows.

RMI FANCM FP	SMILES
54	C[C@H](CCC(=O)O)[C@H]1CC[C@H]2[C@@H]3CC[C@@H]4C[C@H](O)CC[C@]4(C)[C@H]3CC[C@]12C
58	Cc1ccc(NS(=O)(=O)c2cccc(F)c2)cc1
61	CCOC(=O)c1ccc(N2C(=O)C(O)=C(S(=O)(=O)c3ccccc3)C2c2ccccc2)cc1 (centres undefined)
53	Cc1ccc(S(=O)(=O)CCNC(=O)c2c(-c3c(Cl)cccc3Cl)noc2C)cc1
66	CC1=NCCN1S(=O)(=O)c1cc([N+](=O)[O-])ccc1C
73	C=CCn1c(SCC(=O)NCC2CCCO2)nc2sc(C)c(C)c2c1=O (centres undefined)
46	Cc1cccc(C)c1NC(=S)Nc1ccccc1N
68	O=C(O)c1ccccc1C(=O)NCC1CCCO1 (centres undefined)
58	CCSc1nnc(CCc2c(C)[nH]c(=O)n(C)c2=O)o1
54	O=S(=O)(Cc1ccccc1F)NCC(c1ccsc1)N1CCOCC1 (centres undefined)
74	O=C(CCCn1nc(-c2ccc(Cl)cc2)ccc1=O)Nc1nccs1
66	Cc1cc(NC(=O)C2CCN(S(=O)(=O)c3ccc(F)cc3)CC2)n(C)n1
67	Cc1cccc(CC(=O)NCCOc2ccc3nnc(-c4cccc(F)c4)n3n2)c1
65	COc1ccccc1NC(=O)CSc1nnnn1-c1ccc(C)c(Cl)c1
55	CCc1cc2c(SCC(=O)O)nc(C)nc2s1
-13*!	O=C(c1ccno1)N1CCN(C2c3ccccc3-c3ccccc32)CC1
65	O=C(/C=C/c1ccc(F)cc1)Nc1ccc(S(=O)(=O)N2CCOCC2)cc1
55	COc1cccc2sc(Nc3nc4ccc(Cl)cc4s3)nc12
52	COCC(C)NC(=O)C(=O)Nc1ccc(F)c([N+](=O)[O-])c1 (centres undefined)
55&63	O=c1cc(-c2ccc(O)cc2)oc2cc(O)cc(O)c12
62	Cc1ccc(NC(=O)N2CCCC(c3nnc(C)s3)C2)cc1 (centres undefined)
64	Cc1ccc(C2C3=C(CCCC3=O)Nc3c2c(=O)n(C)c(=O)n3C)o1 (centres undefined)
65	CC1CN(c2nc3c([nH]2)c(=O)n(C)c(=O)n3C)CC(C)O1 (centres undefined)
82	O=C(Nc1cccc(-c2cn3ccsc3n2)c1)c1ccccc1I

Part of the list above in order of heavy-atom count, smallest number first.
RMI FANCM FP	SMILES
52	COCC(C)NC(=O)C(=O)Nc1ccc(F)c([N+](=O)[O-])c1 (centres undefined)
55	COc1cccc2sc(Nc3nc4ccc(Cl)cc4s3)nc12
64	Cc1ccc(C2C3=C(CCCC3=O)Nc3c2c(=O)n(C)c(=O)n3C)o1 (centres undefined)

(listing goes on)
RMI FANCM FP	SMILES
59	S=c1ssc(=NC(=Nc2ccccc2)c2ccccc2)n1Cc1ccccc1
53	CCOC(=O)c1ccc(Nc2c(N)c(=O)oc3ccccc23)cc1
71	COCC(=O)N1CCCc2ccc(NS(=O)(=O)c3ccc(Cl)s3)cc21
67	COc1ccc(N2CCN(CCNC(=O)C(=O)NCc3ccc(F)cc3)CC2)cc1
60	CCN1CCN(Cc2c(O)ccc3c(-c4cc5cc(Cl)ccc5oc4=O)cc(=O)oc23)CC1
52	Clc1ccc2c(N3CCCCC3)ccnc2c1
0	CS(=O)(=O)Nc1cccc(C2=NN(c3nc(-c4ccccc4)c4cc(Cl)ccc4n3)C(c3ccco3)C2)c1 (centres undefined)
92	COc1ccc(Cl)c2sc(NC(=O)CN3C(=O)c4ccccc4C3=O)nc12
54	Cc1ccc(S(=O)(=O)Nc2cccc(C(=O)Nc3nc4c(s3)CCC4)c2)cc1
61	O=C(NCN1CCc2ccccc2C1)c1cnccn1
59	COc1ccc(CCC(=O)NCCn2ncc3c(N4CCN(c5ncccn5)CC4)ncnc32)cc1
59&54	COC(=O)/C=C(/Oc1cccc(C(F)(F)F)c1)C(=O)OC
59	Cc1cc(Cl)ccc1OC(C)C(=O)NNC(=O)c1cccc([N+](=O)[O-])c1 (centres undefined)
58	Cc1cc(C)n(-c2nc3c(c(=O)n2CC(=O)Nc2ccc4c(c2)OCCO4)CCCC3)n1
80	CCN1CCN(c2nc(-c3cccnc3)nc3ccccc23)CC1
59	Cc1ccc2c(c1)N(C)C(=O)c1cc(NC(=O)C3CC3)ccc1O2
62	Cc1cc(NC(=O)c2ccc(S(=O)(=O)N(C)C)cc2)n(C(C)C)n1
68	Cc1ccc(NC(=O)C(=O)NCC(c2ccc3c(c2)CCN3C)N2CCCC2)cc1F (centres undefined)
56	CC(NC(=O)c1nnc2n(c1=O)CCN2c1ccccc1)c1ccccc1 (centres undefined)
62	Cc1nc(-c2ccc(S(=O)(=O)Nc3ccc4c(c3)OCCO4)s2)cs1
65	CC(=O)N1CCN(c2c(C)cnc3c2c(=O)n(CC(=O)N(C)c2ccccc2)c(=O)n3C)CC1
56	CN1C(=O)NC2(CCN(CC(=O)Nc3ccccc3C(F)(F)F)CC2)C1=O
67	COC(=O)Nc1nc(CC(=O)NCCC2=CCCCC2)cs1
68	O=C(c1ccc(F)cc1)C1CCN(CCn2c(=S)[nH]c3ccccc3c2=O)CC1
51	O=C(CN1C(=O)c2ccccc2C1=O)Nc1nnc(-c2cc(Cl)ccc2Cl)o1
62	CCOc1ccc(NCc2cn3ccccc3n2)cc1
65	Cc1c(Cl)cccc1NC(=O)Cn1c(=O)n(CCCCC(=O)NC(C)C)c(=O)c2ccccc21
55	Oc1ccc(C2=Nc3ccccc3SC(c3ccccc3)C2)cc1 (centres undefined)
60	COc1ccc(Nc2nc3ccc(OC)cc3s2)cc1
89	COc1ccc2nc(-c3ccc(C)c(NC(=O)c4ccc5c(c4)OCO5)c3)cn2n1
84	Cc1nn(C2CCS(=O)(=O)C2)c2nc(-c3ccco3)cc(C(=O)NCc3ccc(Cl)cc3)c12 (centres undefined)
57	O=S(=O)(c1ccc(Cl)c(Cl)c1)N1CCc2c([nH]c3ccccc23)C1C(F)(F)F (centres undefined)
59	O=C(c1ccccc1)c1c(Nc2ccc(F)cc2)[nH]c(=O)c2ccccc12
62	COc1cccc(-n2ccn3c(C(C)C)nnc3c2=O)c1
60&53	CCOC(=O)C(=CNc1ccccc1Oc1ccc(Cl)cc1Cl)C(=O)OCC
59	COc1ccccc1/C=C/C=N/NC(=O)CCn1cnc2ccccc21
57	O=C1CN(C(=O)C2CC2)c2ccccc2N1
64	O=C(Cc1cc(=O)[nH]c(SCc2ccccc2F)n1)NC1CCCC1
56	FC(F)(F)c1cccc(-n2c(Cn3nnc4ccccc43)n[nH]c2=S)c1
52	Cc1cc(NC(=O)CSc2nc(=O)n(N3CCN(C)CC3)c3c2CCCC3)no1
72	CCOC(=O)N1CCN(C(=O)CSCC(=O)Nc2nc(-c3ccc(Cl)s3)cs2)CC1
69	CC(C)c1ccc(CC(=O)Nc2ccc3scnc3c2)cc1
57	O=C(O)CCc1cccc(O)c1
46	O=C(O)C1C2C=CC(C2)C1C(=O)N1CCc2c([nH]c3ccccc23)C1C(F)(F)F (centres undefined)
71	Cc1ccc(NC(=O)Cn2nc3ccc(SCc4ccc(Cl)cc4)nn3c2=O)cc1C
167	Cc1ccc(-n2ccnc(SCC(=O)c3ccc(Br)cc3)c2=O)cc1
74	O=C(CSc1nc(-c2cccc([N+](=O)[O-])c2)cs1)NCc1ccco1
68	CCOc1ccccc1NC(=O)NCCNC(=O)c1ccc(NC(=O)CC)cc1
64	Cc1ccc(S(=O)(=O)OCC2C=CC(COS(=O)(=O)c3ccc(C)cc3)C2)cc1 (centres undefined)
55	Cn1c(N2CCOCC2)cc(=O)n(C)c1=O
57	O=C(CSc1nc(-c2ccccc2)cc(=O)[nH]1)Nc1ccc2c(c1)OCCO2
61	O=C(NC1CC1)C1CCCN(c2ccc(-c3ccco3)nn2)C1 (centres undefined)
63	O=C(Cc1csc(Nc2cccc(Cl)c2)n1)NCc1ccco1
57	CC(N)=NCCc1ccncc1
44	O=C1/C(=C/c2ccco2)CC/C1=C\c1ccco1
70	Cn1ccc(C(=O)N2CCN(c3nc4ccccc4s3)CC2)n1

Later entries:
RMI FANCM FP	SMILES
44	CC(C)C[C@H]1C(=O)N2CCC[C@H]2[C@]2(O)O[C@](NC(=O)[C@@H]3C=C4c5cccc6[nH]c(Br)c(c56)C[C@H]4N(C)C3)(C(C)C)C(=O)N12
55	COc1cccc(-n2c(N)cc(=O)nc2SCC(=O)Nc2nc3ccccc3s2)c1
69	Cc1nc2ccccn2c(=O)c1NC(=O)C(C)Oc1ccc2c(c1)OCO2 (centres undefined)
71	COc1ccc(OC)c(NC(=O)C(=O)NCC2CCN(Cc3ccco3)CC2)c1
66	Cc1ccc(C(C)C)cc1OCC(=O)OCC(=O)c1ccccc1
71	Cc1ccc(C2CC(c3cccs3)=NN2C(=O)CSc2cn(Cc3cc(C)ccc3C)c3ccccc23)cc1 (centres undefined)
74	O=C(Nc1nc(-c2ccccc2)ns1)c1ccccc1F
50	CN1c2ccsc2C(=O)/C(=C\N=S(C)(=O)c2ccc(Cl)cc2)S1(=O)=O (centres undefined)
59	O=S(=O)(c1ccc(-c2cnco2)cc1)N1CCCC1c1ccc(F)cc1 (centres undefined)
60	O=[N+]([O-])c1ccccc1S(=O)(=O)NCCOc1cccc(C(F)(F)F)c1
67	O=C1OCc2ccc(NS(=O)(=O)c3ccccc3)cc21
53	O=[N+]([O-])c1ccc(S(=O)(=O)Nc2ccc(SC(F)F)cc2)cc1
52	COc1ccc(Cl)c2sc(N3CCN(C(=O)c4cccc(S(C)(=O)=O)c4)CC3)nc12
71	COc1cc(-c2nnc(N)o2)cc(OC)c1OC
71	c1ccc(-n2nnnc2N2CCOCC2)cc1
61	O=C(NCC(c1ccsc1)N1CCc2ccccc2C1)c1cccs1 (centres undefined)
55	CN1CCN(c2ccc(NC(=O)Nc3ccc(C(F)(F)F)cc3)cc2)CC1
57	Cc1ccccc1N=C1NC(=O)CS1
52	Cc1cc(S(=O)(=O)N2CCCCC2CCNC(=O)NC(C)(C)C)ccc1F (centres undefined)
65	CC(C)c1ccc2c(ccc[n+]2C)c1
59	CCOC(=O)c1c(SC(CC)C(=O)OCC)nc(=O)[nH]c1C (centres undefined)
61	CC1=NN(c2ccccc2)C(=O)/C1=C\N1CCC(C)CC1
60	O=C(/C=C1\SC(=O)N(CN2CCCCC2)C1=O)Nc1ccccc1
61	CC(C)NC(=O)c1ccc(I)o1
54	Clc1ccc(OCc2nc(CSc3ccccn3)no2)c(Cl)c1
56	CC(C)(C)c1ccc(CSc2nncn2-c2ccc(OCc3ccccc3)cc2)cc1
67	CSc1ccc(-c2noc(CN3C(=O)COc4ccc(C(C)(C)C)cc43)n2)cc1
51	O=C(/C=C/c1ccc(-c2ccc(Cl)cc2)o1)c1ccc2noc(-c3ccccc3)c2c1
64	O=C(CCc1csc(NC(=O)c2ccc[nH]c2=O)n1)Nc1nc2ccccc2s1
73	O=C(CSc1nc2c([nH]c3ccccc32)c(=O)n1-c1cccc(Cl)c1)NCc1ccccc1
59	Cc1nnc2sc(SCC(=O)Nc3nccs3)nn2c1=O
54	S=c1nc(-c2cccnc2)[nH][nH]1
62	Cc1nnc(SCC(=O)N2CCOCC2)c2ccccc12
48	Nc1nc(SCC(=O)c2cc(-c3ccccc3)no2)ncc1C(=O)O
63	O=C(NCC(c1ccsc1)N1CCc2ccccc2C1)c1c(F)cccc1Cl (centres undefined)
71	O=C(CSc1ccc(NC(=O)c2ccco2)nn1)Nc1ccc(F)cc1F
52	CS(=O)(=NS(=O)(=O)c1ccc(-c2ccccn2)s1)c1ccc(Cl)cc1 (centres undefined)
64	O=C(N=c1scc(-c2ccccc2)n1CCc1ccccc1)c1ccccc1
67	NNc1nc2ccccc2c(=O)[nH]1
55	O=C(Nc1cccc(-c2ccc3nncn3n2)c1)C(F)(F)F
65	O=C(O)COCC(=O)NCCN1CCNC1=O
55	Cc1ccc(S(=O)(=O)NC(=O)NCCNc2nccc(C(F)(F)F)n2)cc1
55	Cn1cnnc1SC/C=C/c1ccccc1
65	Cc1ccc(Nc2ccc(C)cc2)cc1
66	COc1ccc(-c2noc(CSc3nc4ccsc4c(=O)n3C3CC3)n2)cc1OC
64&59	CN=C(NN)Nc1cc(C)c(C)cc1C
67	Cc1ccc(S(=O)(=O)N2CCCC2C(=O)Nc2cc(C)nn2C(C)C)cc1 (centres undefined)
62	O=C(Cc1cc(-c2ccccc2)on1)NCc1ccccn1
54	CCOc1ccccc1NC(=O)C(=O)Nc1ccc2c(c1)N(C(=O)C1CC1)CCC2
68	Cc1nc2cc(NC(=O)COc3ccccc3)ccc2s1

Structures listed so far containing an aryl methoxy group, in the order listed:
RMI FANCM FP	SMILES
65	COc1ccccc1NC(=O)CSc1nnnn1-c1ccc(C)c(Cl)c1
55	COc1cccc2sc(Nc3nc4ccc(Cl)cc4s3)nc12
67	COc1ccc(N2CCN(CCNC(=O)C(=O)NCc3ccc(F)cc3)CC2)cc1
92	COc1ccc(Cl)c2sc(NC(=O)CN3C(=O)c4ccccc4C3=O)nc12
59	COc1ccc(CCC(=O)NCCn2ncc3c(N4CCN(c5ncccn5)CC4)ncnc32)cc1
60	COc1ccc(Nc2nc3ccc(OC)cc3s2)cc1
89	COc1ccc2nc(-c3ccc(C)c(NC(=O)c4ccc5c(c4)OCO5)c3)cn2n1
62	COc1cccc(-n2ccn3c(C(C)C)nnc3c2=O)c1
59	COc1ccccc1/C=C/C=N/NC(=O)CCn1cnc2ccccc21
55	COc1cccc(-n2c(N)cc(=O)nc2SCC(=O)Nc2nc3ccccc3s2)c1
71	COc1ccc(OC)c(NC(=O)C(=O)NCC2CCN(Cc3ccco3)CC2)c1
52	COc1ccc(Cl)c2sc(N3CCN(C(=O)c4cccc(S(C)(=O)=O)c4)CC3)nc12
71	COc1cc(-c2nnc(N)o2)cc(OC)c1OC
66	COc1ccc(-c2noc(CSc3nc4ccsc4c(=O)n3C3CC3)n2)cc1OC
